PL biosyn Enam: phospholipid synthesis inhibitors, CHO cells, primary screen, ZR-82 cells, Enamine library, screen 3; calls only at 10 µM; ZR-82 CHO cells, pyrene fatty acid UV survival, CellTiter Blue; peroxisome-deficient CHO-K1 mutant line; plus DGAT-1, DGAT-2 and ACAT inhibitors; 20,000 tested, 0.4% active;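 active = cell survival signal 2 SD away from solvent-only control wells, confirmed on one or two retests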;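 also: 3 h compound exposure then viability read about one day after UV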
Calls only; i = inactive; + = active, no number. Only part of the results is shown. The share of hits here may be higher or lower than overall.

SMILES	PL biosyn Enam
S=C(NC1CC1)NC1CCCc2ccccc21 (stereo not given)	i
O=S1(=O)CCN2N=C(SCc3cccs3)SC2=N1	i
CCCN(CC1CC1)C(=S)NC(=O)C1CC1	i
NS(=O)(=O)c1ccc(N2CCCC2c2ccc3c(c2)OCCCO3)nc1 (stereo not given)	i
Cn1c(=S)[nH]c2sc3c(c2c1=O)CCCC3	i
Cc1sc2c(c1C)CN(C1CCCC1)CN2C(=O)c1ccco1	i
CCCCN1C(=O)C(=O)N(CC(=O)NC2CCS(=O)(=O)C2)C1=O (stereo not given)	i
O=P(C1=C(N2CCOCC2)/C(=C\c2ccccc2)CC1)(c1ccccc1)c1ccccc1	i
CC1=C/C(=N/Nc2ccnc3cc(Cl)ccc23)CC1	i
O=C(CSc1nnnn1Cc1cccs1)c1ccc[nH]1	i
Clc1ccccc1OCCCn1c2ccccc2c2nc3ccccc3nc21	i
Oc1ccc(N=Nc2ccccc2)c2ccccc12	i
O=S(=O)(c1cc(F)ccc1F)N1CCN(c2ncnc3ccccc23)CC1	i
CN(CC(=O)N(C1CCCCC1)C1CCS(=O)(=O)C1)C1CCCCC1 (stereo not given)	i
CC1=CC(=O)C(C(=O)/C=C/c2cccs2)C(=O)O1 (stereo not given)	i
Clc1cnc(N2CCN(c3ncccn3)CC2)c(Cl)c1	i
COCCN=c1scc(-c2cc(Cl)ccc2Cl)n1/N=C/c1cc(OC)c(O)c(OC)c1	i
CSc1nnc2c(n1)OC(c1ccccc1OC(F)F)Nc1ccccc1-2 (stereo not given)	i
Cc1cc(C(=O)Cn2cc(S(=O)(=O)N(C)C)ccc2=O)c(C)n1C1CCS(=O)(=O)C1 (stereo not given)	i
O=C1C(=C2SCCS2)CC/C1=C\c1ccc(Cl)cc1	i
Cc1cc(/C=N/NC(=S)NC(C)C)c(C)n1-c1ccc(I)cc1	i
Cc1nn(-c2ccccc2)c2c1P(=S)(Nc1ccc([N+](=O)[O-])cc1)/C(=C1/N(C)c3ccccc3C1(C)C)C=N2 (stereo not given)	i
O=c1[nH]c(Cn2ccccc2=O)nc2sc3c(c12)CCCC3	i
Nc1ccc2c(c1)OC1(CCCCC1)O2	i
S=C(NNc1ccccc1)NC12CC3CC(CC(C3)C1)C2	i
Cc1csc2nc(CSc3nnc(-c4cc5c(s4)CCC(C)C5)o3)cc(=O)n12 (stereo not given)	i
CCOC(=O)c1c(C2CC2)csc1N	i
CCOC(=O)N1CCC(=Nn2c(CC)n[nH]c2=S)CC1	i
O=C(CN1C(=O)NC2(CCCc3sccc32)C1=O)c1ccc[nH]1 (stereo not given)	i
O=S(=O)(c1ccc(Br)s1)N1CCCCC1c1nc2ccccc2s1 (stereo not given)	i
c1ccc2c(N3CCCCC3)nnc(N3CCCCC3)c2c1	i
Cc1cccn2c(=O)c3cc(C(=O)NCC4CCCO4)sc3nc12 (stereo not given)	i
Cc1cc(-n2c(C)cc(CNCCCN3CCCC3=O)c2C)no1	i
CN=c1scc(-c2c(-c3ccccc3)n(C)c3ccccc23)n1C	i
Cc1cc(NP2(=S)C3=C(N4CCCCC4)CC(C)(C)CC3=NN2c2ccccc2)n(-c2ccccc2)n1 (stereo not given)	i
O=[N+]([O-])c1ccc(Sc2nnnn2-c2ccccc2)c(Cl)c1	i
COc1cc(C2C=C(c3ccc(F)cc3)Nc3nc(C(F)(F)F)nn32)cc(OC)c1OC (stereo not given)	i
Cc1cc(NC(=O)COC(=O)c2ccc([N+](=O)[O-])o2)no1	i
CS(=O)(=O)N1N=C(c2cccs2)CC1c1ccc2c(c1)OCO2 (stereo not given)	i
CC1(C)NC(=O)N(CCCC(=O)O)C1=O	i
COc1ccc(C2=N/C(=C\c3ccc(C(F)(F)F)cc3)C(=O)O2)cc1OC	i
Cc1sc2ncnc(-n3ccnc3)c2c1C	i
Cn1cc(S(=O)(=O)N2CCCC2)cc1C(=O)O	i
Cn1c(SCC(=O)c2c(N)n(C)c(=O)n(C)c2=O)nc2sc3c(c2c1=O)CCCC3	i
NS(=O)(=O)c1ccc2nc(NC(=O)c3cnccn3)sc2c1	i
CN(Cc1ccc2c(c1)OCCO2)c1ncnc2cc(-c3ccc(F)cc3)sc12	i
O=C1/C(=C/c2ccsc2)CS(=O)(=O)c2ccccc21	i
O=C(C[N+]12CC[N+](CC(=O)N3CCOCC3)(CC1)CC2)N1CCOCC1	i
COc1ccc(C2C=C(c3ccc(F)cc3)Nc3ncnn32)c(OC)c1OC (stereo not given)	i
CC(C)(CN=Cc1c(O)[nH]c(=O)[nH]c1=O)N1CCOCC1	i
CN1/C(=C/C=NCC(O)c2ccc([N+](=O)[O-])cc2)C(C)(C)C2C=CC=CC21 (stereo not given)	i
c1csc(CN2CCN(c3nc(CN4CCOCC4)nc4sc5c(c34)CCC5)CC2)c1	i
COc1ccc(S(=O)(=O)Nc2cc(OC)ccc2OC)cc1	i
NC(=S)N1N=C2/C(=C/c3ccc(F)cc3)CCCC2C1c1ccc(F)cc1 (stereo not given)	i
O=C(OCC1CC1(Cl)Cl)c1sc2ccccc2c1Cl (stereo not given)	i
Fc1c(F)c(F)c(NC2=NCCCCC2)c(F)c1F	i
COc1ccc(-c2csc(/C=C/c3ccc4c(c3)OCO4)n2)cc1	i
C1=C(c2ccccc2)Nc2nnnn2C1c1cccc2ccccc12 (stereo not given)	i
CCC(C)OC1OC(CO)C(O)C(O)C1NC(C)=O (stereo not given)	i
O=C(O)c1cc(Cl)cc(Cl)c1I	i

(list continues)
SMILES	PL biosyn Enam
S=c1[nH]c2ccccc2n1C1CCCCC1	i
COc1ccc(S(=O)(=O)NC2CCS(=O)(=O)C2)cc1OC (stereo not given)	i
Cc1ccc(-c2nc3cc(Br)cnc3nc2-c2ccc(C)cc2)cc1	i
COc1cc2c(cc1N=Cc1c(F)cccc1F)oc1ccccc12	i
C/C(=N\Nc1ncc(Cl)cc1Cl)c1ccc2c(c1)OCO2	i
CCCCn1c(=O)[nH]c(=O)c2c1nc(COC(=O)C1CC1)n2CC	i
CN(C)c1nc(N)nc(COc2ccc(Cl)cc2Br)n1	i
FC(F)Oc1ccccc1/C=C/c1nc2cc(-c3ccccc3)ccc2o1	i
O=C(NCCC12CC3CC(CC(C3)C1)C2)C12CC3CC(CC(C3)C1)C2	i
C=CCn1c(SCC(C)C)nc2sc3c(c2c1=O)CCCC3	i
N=C1c2ccccc2CN1c1cccc(S(=O)(=O)N2CCCC2)c1	i
O=C(Oc1ccc(-c2nnco2)cc1)C1=CC=CN2CCS(=O)(=O)N=C12	i
CN1c2ccccc2N(C)C1c1cc(C(C)(C)C)c(O)c(C(C)(C)C)c1	i
COc1ccc(OCCOc2ccc(S(=O)(=O)N3CCCC3)cc2[N+](=O)[O-])cc1	i
COc1ccc(-c2nnc3n2-c2ccccc2SC3)cc1OC	i

19 entries from above, with bars between the fields:
compound | PL biosyn Enam
COc1ccc(-c2csc(/C=C/c3ccc4c(c3)OCO4)n2)cc1 | i
C1=C(c2ccccc2)Nc2nnnn2C1c1cccc2ccccc12 (stereo not given) | i
CCC(C)OC1OC(CO)C(O)C(O)C1NC(C)=O (stereo not given) | i
O=C(O)c1cc(Cl)cc(Cl)c1I | i
S=c1[nH]c2ccccc2n1C1CCCCC1 | i
COc1ccc(S(=O)(=O)NC2CCS(=O)(=O)C2)cc1OC (stereo not given) | i
Cc1ccc(-c2nc3cc(Br)cnc3nc2-c2ccc(C)cc2)cc1 | i
COc1cc2c(cc1N=Cc1c(F)cccc1F)oc1ccccc12 | i
C/C(=N\Nc1ncc(Cl)cc1Cl)c1ccc2c(c1)OCO2 | i
CCCCn1c(=O)[nH]c(=O)c2c1nc(COC(=O)C1CC1)n2CC | i
CN(C)c1nc(N)nc(COc2ccc(Cl)cc2Br)n1 | i
FC(F)Oc1ccccc1/C=C/c1nc2cc(-c3ccccc3)ccc2o1 | i
O=C(NCCC12CC3CC(CC(C3)C1)C2)C12CC3CC(CC(C3)C1)C2 | i
C=CCn1c(SCC(C)C)nc2sc3c(c2c1=O)CCCC3 | i
N=C1c2ccccc2CN1c1cccc(S(=O)(=O)N2CCCC2)c1 | i
O=C(Oc1ccc(-c2nnco2)cc1)C1=CC=CN2CCS(=O)(=O)N=C12 | i
CN1c2ccccc2N(C)C1c1cc(C(C)(C)C)c(O)c(C(C)(C)C)c1 | i
COc1ccc(OCCOc2ccc(S(=O)(=O)N3CCCC3)cc2[N+](=O)[O-])cc1 | i
COc1ccc(-c2nnc3n2-c2ccccc2SC3)cc1OC | i

Other structures follow:
SMILES	PL biosyn Enam
O=C(O)/C=C/C(=O)N1CCCC(C(F)(F)F)C1 (stereo not given)	i
Cn1nnnc1Sc1ccc(S(C)(=O)=O)cc1[N+](=O)[O-]	i
CCc1nnc(NC(=O)NC(C)(C)C)s1	i
O=C1NC2(O)C(=O)c3ccccc3C2(O)N1 (stereo not given)	i
O=C(O)CCN1C(=O)NC2(CCCCC2)C1=O	i
Cn1c2c(c(=O)n(C)c1=O)C(c1ccccc1)C1=C(COC1=O)N2 (stereo not given)	i
O=C(Cn1c(=O)oc2ccccc21)N1CCc2ccccc21	i
Clc1c2ccccc2c(/C=N/Nc2ccc3ccccc3n2)c2ccccc12	i
CN=c1scc(-c2ccc([N+](=O)[O-])cc2)n1/N=C/c1ccco1	i
Clc1ccc2nc(CSc3nnc(C4CC4)o3)cn2c1	i
CCP(=Nc1ccc([N+](=O)[O-])cc1)(c1c(C)nn(-c2ccccc2)c1C)N(C)C (stereo not given)	i
COCCN=c1scc(-c2ccc(OC(F)F)cc2)n1/N=C(\C)c1ccc2c(c1)OCO2	i
CC(C)(C)NC(=O)/C=C/c1ccc(Br)o1	i
O=S(=O)(N=C(N=C1C=CC(=NC(=NS(=O)(=O)c2ccccc2)c2ccccc2)C=C1)c1ccccc1)c1ccccc1	i
O=C1Nc2c(ccc3ccccc23)C1(O)C(F)(F)F (stereo not given)	i
CC(C1CC2CCC1C2)n1c(-c2ccco2)n[nH]c1=S (stereo not given)	i
CC1=CC(=O)C(C(=O)/C=C/c2ccc(C(C)(C)C)cc2)C(=O)O1 (stereo not given)	i
CN(C)NC1=CC(=[N+]2CCCC2)CC(C)(C)C1	i
Cc1ccc(N=Nc2cc(C(C)(C)C)cc(Br)c2O)cc1	+
Clc1cccc(-c2ccc(-c3nn4c(-c5ccco5)nnc4s3)o2)c1Cl	i
O=S(=O)(Nc1nc2ccccc2nc1Nc1ccc(I)cc1)c1cccs1	i
O=C(O)Cn1ccc(=O)[nH]c1=O	i
C=CCn1c(SCc2cscn2)nnc1C1CCS(=O)(=O)C1 (stereo not given)	i
c1ccc(OCCOCCn2nnc3ccccc32)cc1	i
COC(=O)c1cnc(N)s1	i
O=C(OCc1cc(=O)n2ccsc2n1)C12CC3CC(CC(Cl)(C3)C1)C2	i
CCC(C)N=C1SCC(c2cc(C)n(-c3ccc(OC)cc3)c2C)=NN1C (stereo not given)	i
O=C(CN1C(=O)C2C3C=CC(C3)C2C1=O)N1CCN(c2ncccn2)CC1 (stereo not given)	i
Cc1ccc(S(=O)(=O)N(C)C2(C)CCS(=O)(=O)C2)cc1C (stereo not given)	i
c1ccc(-c2nnc(-c3cccnc3)nc2-c2ccccc2)cc1	i
CN=c1scc(-c2ccc(Cl)cc2Cl)n1/N=C/c1ccccc1I	i
O=C1c2ccccc2C(=O)N1c1cc2c(cc1[N+](=O)[O-])OCO2	i
CNS(=O)(=O)c1ccc(Sc2nnc3ccccn23)c([N+](=O)[O-])c1	i
CN(C)C=Nc1ccc(Br)cn1	i
c1ccc(N/N=C2\CCCc3ccccc32)nc1	i
O=C1NC(=NC2CCCC2)S/C1=C\c1cc2c(cc1Br)OCO2	i
OC1(c2ccc(Cl)cc2Cl)CN(c2ccccc2)C2=[N+]1CCCS2 (stereo not given)	i
Fc1ccc(Cn2c3[n+](c4ccc(C(F)(F)F)cc42)CCCCC3)cc1	i
FC(F)(F)c1ccc2c(c1)n(Cc1ccc(Cl)cc1Cl)c1[n+]2CCCCC1	i
O=C1CSC(=S)N1Cc1ccco1	i
O=S1(=O)CCC(NCc2cccs2)C1 (stereo not given)	i
O=C(O)C1C2CCC(C2)N1C(=O)NC1CCCCC1 (stereo not given)	i
O=C(CNC(=O)c1cccs1)NNC(=O)c1cccs1	i
CNC(=O)NC(=O)COC(=O)c1ccc([N+](=O)[O-])o1	i
O=C(NCCN1C(=O)S/C(=C\c2cccs2)C1=O)C1CCCC1	i
CC(=O)CSc1ncnc2sc3c(c12)CCC(C)C3 (stereo not given)	i
O=P1(Nc2ccc(F)cc2)C=C(c2ccccc2)SC(c2ccccc2)=C1	i
Cc1cc2nn(-c3ccc(C(C)C)cc3)nc2cc1N	i
N=C(N)SC12CC3CC(CC(C3)C1)C2	i
CCCCN=C1SCC(c2[nH]c(C)c(C(=O)OCC)c2C)=NN1C	i
CC(Sc1nnc(N)s1)c1nnc(-c2cccs2)o1 (stereo not given)	i
CCN1CC2([N+](=O)[O-])C=CC(=O)C([N+](=O)[O-])(C1)C2CC(C)=O (stereo not given)	i
O=S(=O)(NCc1ccc2c(c1)OCO2)c1ccc(F)c(C(F)(F)F)c1	i
O=c1c2ccccc2nnn1COc1ccc2cc(Br)ccc2c1	i
NC(=O)c1c(NC(=O)CN2CCCCCC2)sc2c1CCCC2	i
CN(C(=O)CSc1nnc(-c2ccco2)n1C)C1CCCCC1	i
CCN(CC)Cc1nc2sc(C)c(C)c2c(=O)[nH]1	i
Cc1ccccc1N1CC(O)(c2ccc(C(C)(C)C)cc2)[N+]2=C1SCCC2 (stereo not given)	i
CC(=O)Nc1sc(C)c(C)c1C(=O)OC(C)C(=O)NC(C)C1CC2CCC1C2 (stereo not given)	i
CCCCCCn1c(=O)[nH]c2c(c1=O)CCC2	i
CCc1nnc(NC(=O)CN2CCSC2=O)s1	i
C/C(=N\NC(=S)NC(C)C)c1ccccn1	i
